Bioassay records: PubChem, Sanford-Burnham Center for Chemical Genomics
EBI2 antag – antagonists of human EBI2 receptor. P32249. EBI2 beta-arrestin recruitment, luminescence, 7a,25-OHC stimulated. inhibition, % at 5 µM. 360,000 compounds, 0.81% hits. AID 651636; in the data active = inhibition above about 38%;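 note: enzyme fragment complementation signal reports receptor beta-arrestin coupling in cells; 0% = agonist plus DMSO wells and 100% = wells without agonist; some results beyond the cut were filed as inactive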
Target sequence (P32249 whole entry, looked up, the tested form may be a part): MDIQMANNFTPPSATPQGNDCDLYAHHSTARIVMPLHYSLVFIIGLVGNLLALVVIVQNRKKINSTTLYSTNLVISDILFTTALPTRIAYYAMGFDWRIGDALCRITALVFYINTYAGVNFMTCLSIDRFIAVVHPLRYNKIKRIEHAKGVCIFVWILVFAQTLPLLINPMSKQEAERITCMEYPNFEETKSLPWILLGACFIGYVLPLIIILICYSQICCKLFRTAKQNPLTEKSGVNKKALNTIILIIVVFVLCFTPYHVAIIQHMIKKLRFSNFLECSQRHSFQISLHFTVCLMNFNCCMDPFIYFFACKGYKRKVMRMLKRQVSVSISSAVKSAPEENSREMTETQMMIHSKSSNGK
CCR6 antagonist – antagonists of human CCR6 receptor; inhibition, % at 20 µM; CHO-K1 CCR6 PathHunter beta-arrestin, luminescence, CCL20-stimulated; P51684; 340,000 compounds, 0.49% hits;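 active = compounds whose inhibition of the agonist-driven luminescence signal at 20 µM reaches about 50%, limit read from the data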;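 note: cells stimulated with CCL20 at 14 nM final; plate controls were DMSO with CCL20 for no effect and DMSO without agonist for full effect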
UBC13 inh – human UBC13 polyubiquitination inhibition; P61088; UBC13 polyubiquitin chain formation, TR-FRET; inhibition, % at 20 µM; 330,000 compounds, 0.47% hits; in the data active = inhibition above about 45%, passing the limit was not always enough
CXCR6 block – inhibitors of human CXCR6 receptor. O00574. CHO-K1 PathHunter CXCR6 beta-arrestin, luminescence. inhibition, % at 20 µM. 360,000 compounds, 0.36% hits. AID 602244; in the data active = inhibition above about 34%, passing the limit was not always enough;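 note: antagonist mode with CXCL16 agonist at 10 nM final; 0% = 10 nM CXCL16 with DMSO and 100% = unstimulated wells without agonist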
Target sequence (O00574 whole entry, looked up): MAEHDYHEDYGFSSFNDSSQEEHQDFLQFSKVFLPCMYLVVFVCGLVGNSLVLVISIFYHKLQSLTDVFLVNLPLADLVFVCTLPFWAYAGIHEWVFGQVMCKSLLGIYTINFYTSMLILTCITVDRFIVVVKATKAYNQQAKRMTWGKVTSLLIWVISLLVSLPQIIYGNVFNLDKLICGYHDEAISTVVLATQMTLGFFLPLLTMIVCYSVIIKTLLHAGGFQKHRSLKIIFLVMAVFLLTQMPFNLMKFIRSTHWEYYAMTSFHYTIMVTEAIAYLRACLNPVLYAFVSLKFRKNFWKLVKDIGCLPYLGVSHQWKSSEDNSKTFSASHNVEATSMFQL
Gli-Sufu antag – blocks Gli-Sufu signaling in a luciferase reporter | inhibition, % at 5 µM | AID 588413 | 340,000 compounds, 0.74% hits | Sufu-KO-LIGHT fibroblasts, Gli luciferase reporter luminescence;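 active = inhibition above about 55%, limit read from the data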;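 note: 0% = DMSO-treated cells and 100% = wells with medium but no cells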
APJ antag – antagonists of human APJ apelin receptor | CHO-K1 APJ beta-arrestin complementation, luminescence | inhibition, % at 20 µM | 330,000 compounds, 0.32% hits;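 active = inhibition above about 40% at 20 µM, limit read from the data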;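 note: cells challenged with 10 nM apelin-13 agonist together with compound; plate controls were apelin-13 plus DMSO wells for no effect and DMSO wells lacking apelin-13 for full effect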
Target sequence (P35414 whole entry, looked up): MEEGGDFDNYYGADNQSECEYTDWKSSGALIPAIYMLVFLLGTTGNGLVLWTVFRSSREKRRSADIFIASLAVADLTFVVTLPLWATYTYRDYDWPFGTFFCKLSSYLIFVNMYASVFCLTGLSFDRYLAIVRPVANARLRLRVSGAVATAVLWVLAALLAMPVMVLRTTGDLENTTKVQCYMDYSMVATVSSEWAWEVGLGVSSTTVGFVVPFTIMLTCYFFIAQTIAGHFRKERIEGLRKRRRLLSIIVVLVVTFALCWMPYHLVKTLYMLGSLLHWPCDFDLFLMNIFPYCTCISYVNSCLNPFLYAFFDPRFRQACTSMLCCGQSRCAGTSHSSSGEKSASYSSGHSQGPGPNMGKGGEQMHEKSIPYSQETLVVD
APJ ag – APJ receptor agonism; activation, % at 20 µM; CHO-K1 APJ PathHunter beta-arrestin, luminescence; 0% DMSO wells, 100% apelin; AID 2520; P35414; 330,000 compounds, 0.11% hits;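 active = activation more than six SD over the plate average, tested at 20 µM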;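 note: 0% = DMSO alone and 100% = apelin-13 at 10 nM; some results filed as inactive read as strong as hits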
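assay system = CHO-K1 APJ beta-arrestin complementation cell line | input = cell density 1000 per well | dosing = compound 20 µM once, DMSO 1% | timing = compound 90 min 25 °C, reagent 1 h | measured by = luminescence from split beta-galactosidase complementation, Galacton Star/Emerald II substrate | read-out basis = APJ agonist activity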
ATG4B inh – ATG4B (human) cysteine protease inhibition. ATG4B cleavage of LC3-PLA2, NBD-HPC fluorescence, 1 h. Q9Y4P1. inhibition, % at 8.33 µM. 340,000 compounds, 0.51% hits. AID 504462; in the data active = inhibition above about 40%
* hit, by the source's call.

How did CCCn1c(C(O)c2cc(OC)ccc2OC)nc2ccccc21 (stereo not drawn) do in these assays?
EBI2 antag: -5; CCR6 antagonist: 9; UBC13 inh: -8; CXCR6 block: -2; Gli-Sufu antag: -4; APJ antag: 1; APJ ag: 1; ATG4B inh: -2

How did Cc1cc(C)n(CCNC(=O)c2ccc3c(c2)OCO3)n1 do in these assays?
EBI2 antag: 4; CCR6 antagonist: 2; UBC13 inh: 1; CXCR6 block: 2; Gli-Sufu antag: -5; APJ antag: 6; APJ ag: 1; ATG4B inh: -16

What do the screens show for `O=S(=O)(Cc1ccc(Cl)cc1)C1CCCCC1O` (stereo not drawn)?
EBI2 antag: 0; CCR6 antagonist: 8; UBC13 inh: 3; CXCR6 block: 6; Gli-Sufu antag: 5; APJ antag: -5; APJ ag: 1; ATG4B inh: 3

How did O=C(CSc1n[nH]c(-c2ccccc2O)n1)N1CCCc2ccccc21 do in these assays?
EBI2 antag: 5; CCR6 antagonist: 6; UBC13 inh: -5; CXCR6 block: 2; Gli-Sufu antag: 4; APJ antag: -13; APJ ag: -4; ATG4B inh: -6

How did O=C(Cn1nc(C(F)F)cc1C1CC1)N1CCCC1 do in these assays?
EBI2 antag: -3; CCR6 antagonist: -3; UBC13 inh: -2; CXCR6 block: 2; Gli-Sufu antag: -4; APJ antag: 15; APJ ag: -3; ATG4B inh: -8

How did O=C(NC1=NCCS1)c1ccc(Br)s1 do in these assays?
EBI2 antag: -10; CCR6 antagonist: -4; UBC13 inh: 10; CXCR6 block: 0; Gli-Sufu antag: -60; APJ antag: -14; APJ ag: -4; ATG4B inh: 1

Results for COc1ccc(C(=S)NC2CCCCC2)cc1 ?
EBI2 antag: -8; CCR6 antagonist: 4; UBC13 inh: 2; CXCR6 block: -7; Gli-Sufu antag: 7; APJ antag: 10; APJ ag: -2; ATG4B inh: 8

Results for CC1(C)CC2CC(C)(CN2/C=N/c2sc3c(c2C#N)CC(C)(C)NC3(C)C)C1 (stereo not drawn) ?
EBI2 antag: 2; CCR6 antagonist: 22; UBC13 inh: 24; CXCR6 block: 2; Gli-Sufu antag: 3; APJ antag: 23; APJ ag: -6; ATG4B inh: -3

Results for CC(=O)c1cccc(NC(=O)COC(=O)c2n[nH]c3ccccc23)c1 ?
EBI2 antag: 4; CCR6 antagonist: 6; UBC13 inh: -5; CXCR6 block: -6; Gli-Sufu antag: 6; APJ antag: 16; APJ ag: 4; ATG4B inh: -9

What do the screens show for `COCCC(=O)N1CCC(Oc2ccc(C(=O)N(C)CCCC3CCCC3)cc2)CC1`?
EBI2 antag: -8; CCR6 antagonist: 13; UBC13 inh: -6; CXCR6 block: 1; Gli-Sufu antag: 2; APJ antag: 8; APJ ag: 4; ATG4B inh: 3

What do the screens show for `CN(Cc1nc(-c2cccnc2)no1)S(=O)(=O)c1ccccc1`?
EBI2 antag: -2; CCR6 antagonist: -2; UBC13 inh: 0; CXCR6 block: -1; Gli-Sufu antag: 3; APJ antag: 16; APJ ag: -1; ATG4B inh: 2

What do the screens show for `CCOC(=O)CCCNC(=O)CN1C(=O)NC(CCc2ccccc2)C1=O` (stereo not drawn)?
EBI2 antag: 1; CCR6 antagonist: 4; UBC13 inh: 5; CXCR6 block: -10; Gli-Sufu antag: 2; APJ antag: 2; APJ ag: -2; ATG4B inh: 5

Results for O=C1c2ccccc2C(=O)N1CCc1nc2ccccc2c(=O)n1Cc1ccco1 ?
EBI2 antag: -6; CCR6 antagonist: 14; UBC13 inh: 24; CXCR6 block: 0; Gli-Sufu antag: -2; APJ antag: -12; APJ ag: -1; ATG4B inh: -1

How did CCCc1cc(=O)[nH]c(SCC(=O)NC(=O)OCC)n1 do in these assays?
EBI2 antag: -6; CCR6 antagonist: -2; UBC13 inh: -9; CXCR6 block: -4; Gli-Sufu antag: 4; APJ antag: 5; APJ ag: -4; ATG4B inh: -4

Results for CN1CCN(c2ccc(NC(=O)COc3ccccc3[N+](=O)[O-])cc2)CC1 ?
EBI2 antag: -8; CCR6 antagonist: -3; UBC13 inh: 2; CXCR6 block: 7; Gli-Sufu antag: 12; APJ antag: -1; APJ ag: -1; ATG4B inh: -8

Results for COc1cc(/C=N/NC(=O)c2nnn(-c3nonc3N)c2C(C)C)ccc1O ?
EBI2 antag: 3; CCR6 antagonist: 1; UBC13 inh: -3; CXCR6 block: -1; Gli-Sufu antag: 9; APJ antag: 4; APJ ag: -4; ATG4B inh: -3

Results for COCCNC(=O)CSc1nc2nn(-c3ccccc3)c(=O)c-2c2n1CCCCC2 ?
EBI2 antag: 2; CCR6 antagonist: 8; UBC13 inh: 0; CXCR6 block: 1; Gli-Sufu antag: -3; APJ antag: 15; APJ ag: -2; ATG4B inh: -5

How did COCCN(C(=O)COC(=O)/C=C/c1cccc(C(F)(F)F)c1)c1c(N)n(CC(C)C)c(=O)[nH]c1=O do in these assays?
EBI2 antag: 8; CCR6 antagonist: -2; UBC13 inh: 7; CXCR6 block: -6; Gli-Sufu antag: -1; APJ antag: 3; APJ ag: -4; ATG4B inh: -10

Results for CC1CCc2c(C(=O)NCc3ccco3)csc2C1 (stereo not drawn) ?
EBI2 antag: -4; CCR6 antagonist: 17; UBC13 inh: -10; CXCR6 block: -4; Gli-Sufu antag: -8; APJ antag: -4; APJ ag: -2; ATG4B inh: -2

What do the screens show for `CCOc1cc(CNCc2cccnc2)cc(Br)c1OCC(N)=O`?
EBI2 antag: -1; CCR6 antagonist: -1; UBC13 inh: 6; CXCR6 block: 4; Gli-Sufu antag: 2; APJ antag: 7; APJ ag: -3; ATG4B inh: 0

What do the screens show for `COc1ccc2[nH]c3c(c2c1)CCN1C(=O)C(CC(=O)NCCCn2ccnc2)C[C@H](C(=O)N2CCCCC2)[C@@]31C` (stereo partly drawn)?
EBI2 antag: -1; CCR6 antagonist: 19; CXCR6 block: 1; Gli-Sufu antag: 0

Results for COC(=O)c1oc2ccc(Cl)cc2c1N ?
EBI2 antag: 2; CCR6 antagonist: 11; UBC13 inh: 9; CXCR6 block: -4; Gli-Sufu antag: -14; APJ antag: 5; APJ ag: 3; ATG4B inh: -8

How did Cc1ccc(OCC(=O)N/N=C/C=C/c2ccco2)cc1 do in these assays?
EBI2 antag: 13; CCR6 antagonist: 33; UBC13 inh: -6; CXCR6 block: 9; Gli-Sufu antag: -6; APJ antag: 13; APJ ag: -2; ATG4B inh: 5

How did CCC(C)(C)NC(=O)CN(C(=O)c1snc(C(N)=O)c1N)c1ccc2nc(C)sc2c1 do in these assays?
EBI2 antag: 10; CCR6 antagonist: 13; UBC13 inh: 74*; CXCR6 block: 2; Gli-Sufu antag: -7; APJ antag: 3; APJ ag: -4; ATG4B inh: 4

Results for CNc1ccc(N=Nc2cccc3ncccc23)cc1 ?
EBI2 antag: 34; CCR6 antagonist: 61*; CXCR6 block: 41*; Gli-Sufu antag: 41; ATG4B inh: 0

Results for COc1cnc(-c2ccccn2)nc1N(C)C ?
EBI2 antag: -4; CCR6 antagonist: 6; UBC13 inh: -16; CXCR6 block: -5; Gli-Sufu antag: 37; APJ antag: 7; APJ ag: -3; ATG4B inh: 1

What do the screens show for `Cc1c(NC(=O)C(C)Oc2ncnc3ccccc23)c(=O)n(-c2ccccc2)n1C` (stereo not drawn)?
EBI2 antag: 4; CCR6 antagonist: -13; UBC13 inh: 0; CXCR6 block: 11; Gli-Sufu antag: -28; APJ antag: 11; APJ ag: -2; ATG4B inh: 2

How did O=C(NC1CCCc2ccccc21)c1ccccn1 (stereo not drawn) do in these assays?
EBI2 antag: -5; CCR6 antagonist: 8; UBC13 inh: -3; CXCR6 block: 7; Gli-Sufu antag: -17; APJ antag: -4; APJ ag: 2; ATG4B inh: 0

How did COc1ccc(/C=N/N(C)c2cc(=O)n(C)c(=O)[nH]2)cc1OC do in these assays?
EBI2 antag: -10; CCR6 antagonist: 10; UBC13 inh: -40; CXCR6 block: -4; Gli-Sufu antag: -13; APJ antag: -1; APJ ag: 1; ATG4B inh: -5

What do the screens show for `O=C(NNC(=O)C1CCN(Cc2ccc(Cl)c(Cl)c2)CC1)c1cccs1`?
EBI2 antag: 1; CCR6 antagonist: 9; UBC13 inh: 15; CXCR6 block: 0; Gli-Sufu antag: 2; APJ antag: 15; APJ ag: -2; ATG4B inh: 7

Results for CCN(C(=O)CSc1nnc(-c2ccccc2OC)n1N)c1c(N)n(Cc2ccccc2)c(=O)[nH]c1=O ?
EBI2 antag: 5; CCR6 antagonist: 9; CXCR6 block: 0; Gli-Sufu antag: -7; ATG4B inh: -62

What do the screens show for `COc1ccc(CNC(=O)CN(Cc2ccco2)C(=O)CNS(=O)(=O)c2ccc(F)cc2)cc1`?
EBI2 antag: -4; CCR6 antagonist: 8; UBC13 inh: 4; CXCR6 block: 12; Gli-Sufu antag: -5; APJ antag: 41*; APJ ag: 1; ATG4B inh: 3

How did CC(=O)C1=C(c2ccccc2)NC(=S)NC1c1ccc(O)c(O)c1 (stereo not drawn) do in these assays?
EBI2 antag: -8; CCR6 antagonist: 19; UBC13 inh: -6; CXCR6 block: -4; Gli-Sufu antag: -2; APJ antag: -22; APJ ag: -2; ATG4B inh: 12

What do the screens show for `CCN(CC)S(=O)(=O)c1cccc(N=Nc2sc(N)nc2C)c1`?
EBI2 antag: -4; CCR6 antagonist: 22; UBC13 inh: -67; CXCR6 block: 3; Gli-Sufu antag: 6; APJ antag: 19; APJ ag: -3; ATG4B inh: -18

Results for COc1ccc(CCNC(=O)COc2ccc3c(C)cc(=O)oc3c2)cc1 ?
EBI2 antag: 7; CCR6 antagonist: 9; UBC13 inh: -15; CXCR6 block: -1; Gli-Sufu antag: -3; APJ antag: 7; APJ ag: -3; ATG4B inh: -1

Results for COc1ccc(C)cc1NC(=S)N1CCN(c2ncccn2)CC1 ?
EBI2 antag: 2; CCR6 antagonist: 2; UBC13 inh: 2; CXCR6 block: -4; Gli-Sufu antag: 0; APJ antag: -11; APJ ag: -3; ATG4B inh: -1

Results for CC/C(=C\C(=O)c1ccncc1)Nc1ccc(Br)cc1 ?
EBI2 antag: -18; CCR6 antagonist: 17; UBC13 inh: 11; CXCR6 block: -14; Gli-Sufu antag: 4; APJ antag: 16; APJ ag: -3; ATG4B inh: 2

Structures above that contain a furan ring, fused or not:
Results for O=C1c2ccccc2C(=O)N1CCc1nc2ccccc2c(=O)n1Cc1ccco1 ?
EBI2 antag: -6; CCR6 antagonist: 14; UBC13 inh: 24; CXCR6 block: 0; Gli-Sufu antag: -2; APJ antag: -12; APJ ag: -1; ATG4B inh: -1

Results for CC1CCc2c(C(=O)NCc3ccco3)csc2C1 (stereo not drawn) ?
EBI2 antag: -4; CCR6 antagonist: 17; UBC13 inh: -10; CXCR6 block: -4; Gli-Sufu antag: -8; APJ antag: -4; APJ ag: -2; ATG4B inh: -2

Results for COC(=O)c1oc2ccc(Cl)cc2c1N ?
EBI2 antag: 2; CCR6 antagonist: 11; UBC13 inh: 9; CXCR6 block: -4; Gli-Sufu antag: -14; APJ antag: 5; APJ ag: 3; ATG4B inh: -8

How did Cc1ccc(OCC(=O)N/N=C/C=C/c2ccco2)cc1 do in these assays?
EBI2 antag: 13; CCR6 antagonist: 33; UBC13 inh: -6; CXCR6 block: 9; Gli-Sufu antag: -6; APJ antag: 13; APJ ag: -2; ATG4B inh: 5

What do the screens show for `COc1ccc(CNC(=O)CN(Cc2ccco2)C(=O)CNS(=O)(=O)c2ccc(F)cc2)cc1`?
EBI2 antag: -4; CCR6 antagonist: 8; UBC13 inh: 4; CXCR6 block: 12; Gli-Sufu antag: -5; APJ antag: 41*; APJ ag: 1; ATG4B inh: 3

Two records picked at random from those above:
Results for COc1cnc(-c2ccccn2)nc1N(C)C ?
EBI2 antag: -4; CCR6 antagonist: 6; UBC13 inh: -16; CXCR6 block: -5; Gli-Sufu antag: 37; APJ antag: 7; APJ ag: -3; ATG4B inh: 1

What do the screens show for `CCN(CC)S(=O)(=O)c1cccc(N=Nc2sc(N)nc2C)c1`?
EBI2 antag: -4; CCR6 antagonist: 22; UBC13 inh: -67; CXCR6 block: 3; Gli-Sufu antag: 6; APJ antag: 19; APJ ag: -3; ATG4B inh: -18
